AMA1-RON2 inh – inhibitors of Plasmodium falciparum AMA1-RON2 interaction. AlphaScreen AMA1-biotinylated RON2 peptide binding. hit rate 0.2% among 360,000. Potency, µM (series often up to 58.2 µM), for the others: at the top dose activity change, negative = inhibition, usual class: inhibitors;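 further: potency means the concentration at half of the fitted maximal effect; 0% = vehicle wells and -100% = peptide control; nearly all actives have a fitted effect of over 45% in size; some results filed as inactive show a strong effect at the top dose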
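AMA1 (3D7) with his tag at 25 nM final met compounds first, then biotinylated RON2 peptide at 25 nM; detection used donor plus acceptor beads, 10 µg/mL apiece, read by AlphaScreen after 30 min at room temperature.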
Shiga toxin inh – inhibitors of Shiga toxin in Vero cells; Vero cells, Shiga toxin protein synthesis inhibition reporter; inhibition, % at 38.7 µM; AID 2315; hit rate 9.2% among 290,000; in the data active means inhibition mostly above about 28%, no sharp cut-off; inactive means mostly below about 43%; further: 0% is about no effect
CHX counter – counter-screen hit for Shiga toxin inhibitors, cycloheximide; hit rate 12% among 300,000; max response, %; cell reporter, cycloheximide protein synthesis inhibition counterscreen; in the data active means max response mostly above about 13%, no sharp cut-off; inactive means mostly below about 14%; further: read at 38.3 µM for the half of the compounds with a filed dose; 0% is about no effect
Pf growth 96h – P. falciparum growth inhibition at 96 hour, primary screen for plastid delayed-death inhibitors; P. falciparum luciferase reporter growth, 96 h; Potency, µM (series often up to 28.7 µM), for the others: top-dose activity change, negative = inhibition, hits mostly inhibitors; hit rate 6.9% among 320,000; further: potency means the concentration at half of the fitted maximal effect; on the % scale 0 is the no-effect control and ±100 the full control effect
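Infected RBCs, 2% Hct / 0.05% parasitemia final; luciferase-reporter P. falciparum; cpd 96 h, 37 C, 5% CO2; luciferase detection reagent; luminescence.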
TbPYK inhibitor – inhibitors of Trypanosoma brucei pyruvate kinase | Q57TT1 | TbPYK enzyme, Kinase-Glo Plus ATP luminescence, 45 min | Potency, µM (highest dose often 76.8 µM), for inactives: top-dose activity, negative = inhibition, hits mostly inhibitors | hit rate 0.12% among 410,000 | AID 624173; further: potency means the concentration at half of the fitted maximal effect; on the % scale 0 is the no-effect control and ±100 the full control effect; nearly all actives have a fitted effect of over 50% in size
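Activity of T. brucei pyruvate kinase was followed by Kinase-Glo Plus luminescence after the enzyme reacted 45 min at room temperature with 130 uM ADP (final) and substrate. Test compounds were added before ADP at multiple concentrations.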
Pf growth 48h – inhibits P. falciparum growth in the first generation, 48 h. P. falciparum luciferase growth in erythrocytes, 48 h. Potency, µM (series often up to 28.7 µM), for inactives: top-dose activity change, negative = inhibition, hits mostly inhibitors. hit rate 5.9% among 310,000. AID 504832; further: potency means the concentration at half of the fitted maximal effect; on the % scale 0 is the no-effect control and ±100 the full control effect
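Here the parasites carry a stable luciferase gene and grow inside erythrocytes in Albumax-based RPMI medium with compound for one erythrocytic cycle. Activity is scored as loss of luminescent signal.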
LmPK inh – inhibitors of Leishmania mexicana pyruvate kinase | Q27686 | AID 1721 | purified LmPK, Kinase-Glo ATP luminescence, 1 h | hit rate 0.37% among 290,000 | Potency, µM (titrated, usually from 57.5 µM), for the others: top-dose activity change, negative = inhibition, actives largely listed as inhibitors; further: potency means the concentration at half of the fitted maximal effect; on the % scale 0 is the no-effect control and ±100 the full control effect
Target sequence (Q27686 whole entry, looked up): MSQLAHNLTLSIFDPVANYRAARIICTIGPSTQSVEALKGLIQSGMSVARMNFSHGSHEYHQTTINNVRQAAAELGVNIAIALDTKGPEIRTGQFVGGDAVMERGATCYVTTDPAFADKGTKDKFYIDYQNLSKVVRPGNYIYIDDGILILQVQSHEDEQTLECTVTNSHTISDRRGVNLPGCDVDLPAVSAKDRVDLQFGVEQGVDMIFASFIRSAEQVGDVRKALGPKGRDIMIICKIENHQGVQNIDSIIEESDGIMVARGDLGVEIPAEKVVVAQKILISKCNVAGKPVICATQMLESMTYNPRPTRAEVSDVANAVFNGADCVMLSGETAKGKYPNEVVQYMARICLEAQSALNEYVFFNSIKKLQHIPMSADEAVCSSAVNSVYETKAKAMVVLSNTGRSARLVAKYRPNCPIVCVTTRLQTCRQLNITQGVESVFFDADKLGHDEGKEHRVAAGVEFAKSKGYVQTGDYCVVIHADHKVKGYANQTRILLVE
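In 50 mM imidazole pH 7.2 with 7 mM MgCl2, LmPK (0.1 nM) turned over PEP (0.5 mM) and ADP (0.1 mM) for 1 h at room temperature. Luciferase read-out of ATP.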
* = called active by the depositor; ? = inconclusive; nt = no result given; & = joins results of further samples; [ ] = remark or other dose. Unless noted, the call rests on the fitted dose curve; in most records, active means well fitted curve in the direction sought with a large enough effect; inconclusive means small, poorly fitted or top-dose-only effect, or another doubt; inactive means no such curve, though single readings can be large; an effect the other way counts as inactive or inconclusive.

cpd	SMILES	LmPK inh	TbPYK inhibitor	Shiga toxin inh	Pf growth 96h
1	COc1ccc(C(=O)OCC(=O)Nc2ccc(F)c(F)c2)cc1OC	-3%	4%	0	-17%
2	Cc1ccc(C2=NOC(=O)/C2=C\C=C\c2ccccc2)cc1	5%	-11%	3	2.9µM*
3	CN(C(=O)COC(=O)c1ccc(S(=O)(=O)N2CCCC2)cc1)c1ccccc1	4%	0%	-9	9%
4	CC(NC(N)=O)C(=O)NCC(=O)OCc1ccccc1 (centres undefined)	4%	5%	-9	31%[activator]
5	COc1cc(/C=N/NC(=O)CN(Cc2ccccc2)S(=O)(=O)c2ccc3c(c2)OCCO3)ccc1O	-3%	-3%	-10	-15%
6	O=C(NCc1ccco1)c1nn2cccnc2c1Cl	3%	2%	19	-11%
7	COc1ccc(CNC(=O)CN(C(=O)CCC(=O)Nc2ccccn2)c2ccc(C)cc2)cc1	-7%	0%	-6	5%
8	CCOC(=O)N1CCC(NC(=O)CS(=O)Cc2nc(-c3ccc(Cl)cc3)oc2C)CC1 (centres undefined)	0%	10%	-5	?
9	CC(NC(=O)c1ccccc1)C(=O)OCn1nnc2ccccc2c1=O (centres undefined)	nt	2%	nt	?
10	CC1CC1C(=O)Nc1ccc(S(=O)(=O)N2CCCCC2)cc1 (centres undefined)	nt	1%	nt	1%
11	CC(NCc1ccccc1OC1CCCC1)c1ccccc1 (centres undefined)	0%	3%	-9	?
12	O=C(OCC1CCNCC1)c1ccc2c(c1)OCO2	-2%	-2%	-5	?

cpd	Pf growth 48h	CHX counter	AMA1-RON2 inh
1	nt	3	0%
2	-20%	8	-23%
3	1%	-6	-28%
4	18%	2	-2%
5	-16%	0	8%
6	26%	8	1%
7	-10%	-3	23%
8	-8%	-2	3%
9	-7%	nt	9%
10	?	nt	15%
11	?	-2	-9%
12	-7%	-5	4%

(list continues)
cpd	SMILES	LmPK inh	TbPYK inhibitor	Shiga toxin inh	Pf growth 96h
13	OC(COc1ccc2c(c1)OCO2)CN1CCN(c2ccccc2)CC1 (centres undefined)	10%	-6%	15	14%
14	O=C(Cc1ccc(F)cc1)N/N=C/c1ccc2c(c1)OCO2	0%	-2%	42	94%[activator]
15	COc1ccc(C)cc1NC(=O)C1CCCN1S(=O)(=O)c1ccc2c(c1)CCC(=O)N2 (centres undefined)	3%	-6%	-2	?
16	COc1ccccc1NC(=O)NC1CCCc2ccccc21 (centres undefined)	-2%	-8%	-4	?
17	COc1ccc(NC(=O)COC(=O)CNS(=O)(=O)/C=C/c2ccccc2)cc1OC	nt	-12%	nt	-23%
18	Cc1cccc(NC(=O)C2CCN(S(=O)(=O)c3cccs3)CC2)n1	0%	-6%	-3	2%
19	CC(C)CCn1c(-c2nonc2N)nc2ccccc21	9%	-1%	-8	-111%
20	Cn1c(SCc2ccc(F)cc2)nnc1-c1cccs1	-7%	6%	62	4%
21	CCCCCOC(=O)C1=C(C)NC(=O)NC1c1ccc(N(C)C)cc1 (centres undefined)	5%	-5%	1	153%[activator]
22	CC(=O)C(=Cc1ccc(C(=O)O)cc1)C(C)=O	-4%	-1%	-3	-4%
23	CC1=C(C(N)=O)C(c2ccccc2F)n2nc(CCCO)nc2N1 (centres undefined)	-3%	-7%	-4	-27%
24	COc1ccc(OC)c2[nH]c(=O)c(CCNC(=O)c3ccc4c(c3)OCO4)cc12	6%[11.5 µM]	-1%	-1	-1%

cpd	Pf growth 48h	CHX counter	AMA1-RON2 inh
13	24%	9	?
14	81%[activator]	15	-12%
15	nt	-1	-1%
16	?	-2	-18%
17	-12%	nt	1%
18	5%	-1	3%
19	-6%	-2	14%
20	51%[activator]	46*	-3%
21	?	1	-8%
22	nt	-1	-14%
23	-6%	-5	58%[activator]
24	?	-3	3%

One compound at a time, as listed above:
COc1ccccc1NC(=O)NC1CCCc2ccccc21 (centres undefined) as listed: LmPK inh = -2%; TbPYK inhibitor = -8%; Shiga toxin inh = -4; Pf growth 96h = ?; Pf growth 48h = ?; CHX counter = -2; AMA1-RON2 inh = -18%
COc1ccc(CNC(=O)CN(C(=O)CCC(=O)Nc2ccccn2)c2ccc(C)cc2)cc1 as listed: LmPK inh = -7%; TbPYK inhibitor = 0%; Shiga toxin inh = -6; Pf growth 96h = 5%; Pf growth 48h = -10%; CHX counter = -3; AMA1-RON2 inh = 23%
OC(COc1ccc2c(c1)OCO2)CN1CCN(c2ccccc2)CC1 (centres undefined) as listed: LmPK inh = 10%; TbPYK inhibitor = -6%; Shiga toxin inh = 15; Pf growth 96h = 14%; Pf growth 48h = 24%; CHX counter = 9; AMA1-RON2 inh = ?

(next part)
cpd	SMILES	LmPK inh	TbPYK inhibitor	Shiga toxin inh	Pf growth 96h
25	c1ccc(CN2C3=NCCCN3c3ccccc32)cc1	3%	10%	-8	52%[activator]
26	Cc1cccc(C2c3[nH]c4ccccc4c3CCN2C(=O)Cc2nc(-c3ccccc3)n[nH]2)n1 (centres undefined)	-8%	0%	-11	17%
27	CCS(=O)(=O)c1ccc(C(=O)NC2CC2)c(Cl)c1Cl	-1%	1%	-5	9%
28	Cc1ccsc1C(=O)OCC(=O)N1CCN(C(=O)c2ccco2)CC1	-4%	-7%	26*	8%
29	COc1cccc(C2=NOC(C(=O)NCc3ccccc3)C2)c1 (centres undefined)	-2%	-1%	23	4.1µM*
30	O=C1CCCC(=O)N1c1ccc(N2CCN(c3ccccc3)CC2)c([N+](=O)[O-])c1	2%	2%	11	23%
31	CC(C)C(=O)Nc1cccc(NC(=S)NC(=O)C(c2ccccc2)c2ccccc2)c1	4%	-7%	15	?
32	CCCCN(C)C(=O)CSc1nc(NCc2ccc(OC)cc2)c2ccccc2n1	10%	0%	-20	2.3µM*
33	Cc1ccc(CNC(=O)COC(=O)c2ccc(Br)o2)cc1	nt	5%	nt	-2%
34	COc1ccc(NC(C(=O)Nc2cccc(C(C)=O)c2)c2ccccc2)cc1 (centres undefined)	2%	-7%	28*	31%[activator]
35	CCOC(=O)c1[nH]c(C)c(C(=O)OCC(=O)N(Cc2ccccc2)C(C)C)c1C	nt	1%	nt	?
36	COC(=O)c1cc(OC)ccc1-c1ccc(OC)cc1	1%	4%	10	?

cpd	Pf growth 48h	CHX counter	AMA1-RON2 inh
25	8.3µM*	-2	0%
26	12µM*	-2	-23%
27	-3%	5	9%
28	18%	33	-16%
29	-2%	13	-5%
30	-1%	-6	-4%
31	12µM*	11	53%[activator]
32	10µM*	-5	-4%
33	-23%	nt	12%
34	-2%	13*	?
35	?	nt	-9%
36	-17%	7	54%[activator]

(listing goes on)
cpd	SMILES	LmPK inh	TbPYK inhibitor	Shiga toxin inh	Pf growth 96h
37	CC(C)CNS(=O)(=O)c1ccc(CCC(=O)NCc2ccncc2)cc1	-3%	-4%	-3	-6%
38	CN(CCCC(=O)Nc1ccc(OC(F)F)cc1)S(=O)(=O)c1ccc(F)cc1	-5%	1%	-6	?
39	COc1cc(C(=O)Oc2c(CN3CCOCC3)cc(Cl)c3cccnc23)cc(OC)c1OC	13%	0%	-8	?
40	CCC(C)[C@H](NC(=O)C1CC(=O)N(c2ccc3c(c2)OCCO3)C1)C(=O)N1CCCCC1 (some centres undefined)	-2%	2%	2	36%
41	COc1ccccc1NC(=O)CNC(=O)c1ccc(F)cc1	8%	-1%	-15	nt
42	O=C(Nc1ccccc1C(=O)N1CCOCC1)c1ccncc1	2%	-7%	13	12%
43	Oc1ccc(Br)cc1-c1ccnn1-c1ccccc1	-3%	-6%	-14	?
44	CC(=O)N1CCN(C(=O)c2ccc3c(c2)S(=O)(=O)c2ccccc2C3=O)CC1	4%	3%	-3	4%
45	COc1ccc(C(C)(C)C)cc1NC(=O)COC(=O)C1=NNC(=O)CC1	nt	-6%	nt	14%
46	Cc1ccc(C)c(-n2c(SCC(N)=O)nnc2-c2ccccn2)c1	0%	1%	-18	12%
47	CCOc1cc(C=O)ccc1OCC(N)=O	0%	0%	-4	4%
48	Cc1cc(/C=C2\SC(=O)N(C)C2=O)c(C)n1-c1ccc(S(N)(=O)=O)cc1	2%	0%	42	36%[activator]

cpd	Pf growth 48h	CHX counter	AMA1-RON2 inh
37	-15%	-2	-15%
38	?	4	-1%
39	nt	8	-72%
40	21%	12	-1%
41	4%	-2	-1%
42	5%	-3	-2%
43	?	5	-6%
44	-12%	-3	-17%
45	-8%	nt	-4%
46	-16%	-1	20%
47	6%	7	-3%
48	-6%	22*	-6%

Sorted by SMILES length (highest first): some entries from above
cpd	SMILES	LmPK inh	TbPYK inhibitor	Shiga toxin inh	Pf growth 96h
40	CCC(C)[C@H](NC(=O)C1CC(=O)N(c2ccc3c(c2)OCCO3)C1)C(=O)N1CCCCC1 (some centres undefined)	-2%	2%	2	36%
44	CC(=O)N1CCN(C(=O)c2ccc3c(c2)S(=O)(=O)c2ccccc2C3=O)CC1	4%	3%	-3	4%
47	CCOc1cc(C=O)ccc1OCC(N)=O	0%	0%	-4	4%

cpd	Pf growth 48h	CHX counter	AMA1-RON2 inh
40	21%	12	-1%
44	-12%	-3	-17%
47	6%	7	-3%

Going on with the list:
cpd	SMILES	LmPK inh	TbPYK inhibitor	Shiga toxin inh	Pf growth 96h
49	COc1cccc(C2C3(C#N)C(N)=NC(OC)(OC)C23C#N)c1 (centres undefined)	0%	-1%	-14	?
50	CCOC(=O)C1=C(N)N(c2ccc(N3CCCCC3)cc2)C(=O)C1	-1%	2%	-6	9%
51	O=C(Nc1ccc([N+](=O)[O-])cc1)N1CCCCCC1	-7%	0%	50*	?
52	CC(C)(C)NS(=O)(=O)c1ccc(C(=O)Nc2ccc3c(c2)OCO3)cc1	7%	8%	77*	14%
53	CCN(CC)CCNC(=O)c1cn(CC)c2ccc(S(=O)(=O)N(C)C3CCCCC3)cc2c1=O	-2%	0%&-6%	-3	0%
54	Cc1ccc2[nH]c(C)c(CC(=O)O)c2c1	4%	1%	36	nt
55	CCOc1cccc(-c2nn3c(-c4ccccn4)nnc3s2)c1	-2%	3%	74	8.3µM*
56	CCN(CC)S(=O)(=O)c1ccc2c(c1)c(=O)c(C(=O)NCCOC)cn2C	1%	0%	-10	5%
57	COc1ccc(CCNC(=O)c2cc(C(=O)c3cc(Cl)ccc3O)cn(CCc3ccc(OC)cc3)c2=O)cc1	0%	-1%	16	0.52µM*
58	NC(=S)Nc1cnc2ccccc2c1	3%	-5%	56*	48%[activator]
59	O=C(CCC(=O)N1CCN(S(=O)(=O)c2ccc3ccccc3c2)CC1)Nc1cc(Cl)cc(Cl)c1	1%	-1%	26	-1%[5.75 µM]
60	Cc1coc(C)c1C(=O)CC1(O)C(=O)N(CCc2ccccc2)c2ccccc21 (centres undefined)	0%	-12%	6	nt
61	CCNc1nc(NC(C)C)nc(NS(=O)(=O)c2ccc(Cl)cc2)n1	1%	0%	-2	-9%

cpd	Pf growth 48h	CHX counter	AMA1-RON2 inh
49	52%[activator]	-3	8%
50	2%	1	-5%
51	-13%	41*	-3%
52	8%	21*	25%
53	?	-2	-5%
54	?	7	-5%
55	?	23*	6%
56	-5%	-5	3%
57	1.7µM*	13	10%
58	57%[activator]	27*	3%
59	-21%[5.75 µM]	5	-7%
60	-20%	-2	1%
61	18%	-4	-27%
